# Assay outcomes from PubChem BioAssay.
# HSP90 refold inh – inhibitors of HSP90 luciferase refolding in rabbit reticulocyte lysate; luciferase refolding luminescence, 3 h; inhibition, % at 5.6 µM; hit rate 0.91% among 290,000; AID 1789;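 active = inhibition above the screen-wide mean plus 3 SD, computed separately per campaign, cut at about 16% in these data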;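 also: 0% = DMSO wells and 100% = 60 µM geldanamycin wells; inhibitors lower the luminescence because luciferase stays unfolded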
# GSK3 alpha inh – human GSK-3 alpha kinase inhibition. ADP-Glo luminescence, 60 min. hit rate 0.1% among 320,000. inhibition, % at 10 µM. AID 2650;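 in the data active = inhibition above about 50%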;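 also: GST-tagged GSK-3 alpha with peptide substrate and 25 µM ATP; 0% = DMSO neutral wells and 100% = GW8510 positive control wells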
# Target sequence (P49840 whole entry, looked up): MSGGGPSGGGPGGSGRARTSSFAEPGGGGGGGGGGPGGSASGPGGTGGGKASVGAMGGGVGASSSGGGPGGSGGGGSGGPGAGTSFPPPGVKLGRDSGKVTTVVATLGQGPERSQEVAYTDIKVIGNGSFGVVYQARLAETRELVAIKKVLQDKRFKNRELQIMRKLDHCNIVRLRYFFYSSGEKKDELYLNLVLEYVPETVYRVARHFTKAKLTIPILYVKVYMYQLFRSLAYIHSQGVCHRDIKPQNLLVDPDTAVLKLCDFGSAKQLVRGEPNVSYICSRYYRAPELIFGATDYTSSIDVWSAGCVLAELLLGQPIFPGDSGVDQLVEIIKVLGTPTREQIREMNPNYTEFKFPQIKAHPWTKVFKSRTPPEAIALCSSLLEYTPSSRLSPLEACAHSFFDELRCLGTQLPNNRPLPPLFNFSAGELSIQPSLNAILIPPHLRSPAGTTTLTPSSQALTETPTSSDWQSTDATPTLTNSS
# HSF-1 act – increases HSF-1 driven luciferase reporter signal | NIH3T3-HGL HSF-1 luciferase reporter, MG132, 8 h; 100% = twice DMSO control signal | activation, % at 9 µM | hit rate 1.7% among 300,000;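 active = mean replicate activation of at least 50% with a set share of replicates each reaching 50%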;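 also: 0% = median of the neutral control wells and 100% = twice that signal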
# IEC-6 cytotox – counter-screen for KLF5 inhibitors: cytotoxicity in IEC-6 cells; IEC-6 cytotoxicity, luminescence viability; inhibition, % at 5 µM; hit rate 0.78% among 290,000; in the data active = inhibition above about 22%;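 also: 0% = plate median of test compound wells and 100% = cytotoxic reference compound wells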
# KLF5 inhibitor – suppresses KLF5 promoter-driven expression; DLD-1 KLF5 promoter-luciferase reporter, luminescence; inhibition, % at 5 µM; hit rate 0.23% among 290,000; AID 1700;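 active = inhibition above a per-plate limit of that plate's mean compound inhibition plus 3 SD, cut at about 60% in these data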;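 also: 0% = DMSO wells and 100% = LY294002 at 200 µM; higher means less KLF5 promoter-driven luciferase light; inactives centre near -14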
# AI-2 QS mod – modulators of Vibrio harveyi AI-2 quorum sensing system; Vibrio harveyi JMH597 AI-2 luminescence/OD600 ratio, 9 h; hits give low values; strain lacks LuxN and CqsS sensors; 0 = neutral-control median; activity change, % at 7.5 µM; hit rate 0.4% among 300,000; in the data active = activity change below about -75%, passing the limit was not always enough;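 also: luminescence divided by OD600 gain over 9 h not by final OD600 alone; inactives centre near 13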
# aSyn UTR inh – 5' untranslated region of α-synuclein, MLPCN primary screen; alpha-synuclein 5'UTR reporter, inhibitor activity; inhibition, % (tested at 7.5 µM); hit rate 0.82% among 300,000; in the data active = inhibition above about 60%;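 also: H4 neuroglioblastoma cells stably carrying SNCA 5'UTR luciferase fusion; 0% = DMSO wells and 100% = positive control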
# PolyA inh – inhibitors of polyadenylation in S. cerevisiae. hit rate 0.02% among 300,000. calls only at 12 µM. AID 1875. S. cerevisiae SKY197-pL101 polyadenylation reporter, beta-gal luminescence; efflux-impaired pdr1/pdr3 knockout yeast; score 100 = 6 SD above DMSO;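 active = lowest replicate activity score at least 50, where 100 means six control SD above control mean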;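 also: yeast exposed to compound for 9 h at 30 °C; higher score means more reporter readthrough which indicates perturbed polyadenylation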
# GSK3B inh – blocks human GSK3beta kinase activity; P49841; GST-GSK3beta kinase, ADP-Glo luminescence, 60 min; hits give low values; activity score (negative = inhibition), % at 10 µM; hit rate 0.038% among 300,000;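 active = more than half of replicate wells score below -50%, meaning over 50% inhibition versus plate controls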;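 also: 0% = median DMSO wells and -100% = median GW8510 positive control wells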
# Target sequence (P49841 whole entry, looked up): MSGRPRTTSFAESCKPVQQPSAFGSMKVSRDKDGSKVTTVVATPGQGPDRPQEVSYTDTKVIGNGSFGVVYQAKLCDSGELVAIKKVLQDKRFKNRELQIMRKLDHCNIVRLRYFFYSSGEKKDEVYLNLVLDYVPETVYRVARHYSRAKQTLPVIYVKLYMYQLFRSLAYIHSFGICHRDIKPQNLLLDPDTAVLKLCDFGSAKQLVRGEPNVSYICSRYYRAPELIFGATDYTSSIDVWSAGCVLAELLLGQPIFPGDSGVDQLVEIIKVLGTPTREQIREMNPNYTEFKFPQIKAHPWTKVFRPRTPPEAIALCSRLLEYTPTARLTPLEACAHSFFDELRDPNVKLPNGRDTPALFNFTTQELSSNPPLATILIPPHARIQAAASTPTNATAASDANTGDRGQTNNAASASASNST
#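 test system = GST-tagged human GSK3beta kinase, cell-free | reagent = 25 µM ATP with peptide substrate | dosing = one dose of 10 µM per compound | schedule = 60 min reaction, RT | detection = luminescent ADP-Glo measurement of ADP formed | control set = DMSO neutral wells and GW8510 at 20 µM as positive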
# HSF1 inh – HSF1 inhibition; hit rate 0.77% among 300,000; NIH3T3-HGL HSE-luciferase, MG132-induced, luminescence 8 h; hits give low values; activity change, negative = inhibition, % at 7.5 µM (by protocol);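 active = more than half of replicate wells show activity change below -50%, luminescence cut by over half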;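 also: luciferase reports HSF-1 transcriptional activity via heat shock element; 0% = median of DMSO wells and -100% = zero luminescence signal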
# * hit, by the source's call; i = inactive; x = no result given. The list is partial; rates above refer to the full screens.
SMILES,HSP90 refold inh,GSK3 alpha inh,HSF-1 act,IEC-6 cytotox,KLF5 inhibitor,AI-2 QS mod,aSyn UTR inh,PolyA inh,GSK3B inh,HSF1 inh
O=C(Nc1cccc(C(F)(F)F)c1)Oc1ccccc1N1CCOCC1,9.0,-2.3,4.1,5.5,17.9,27.4,-14.6,i,0.5,-6.1
COc1cccc(Nc2nc(C)nc3c2oc2ccccc23)c1,2.9,-0.8,-8.3,7.3,-53.5,-12.4,11.8,i,-4.6,8.9
COc1ccc(OCC(=O)OCCN2C(=O)c3ccccc3C2=O)cc1,6.8,-2.9,-8.0,-2.0,-0.1,0.9,-5.8,i,3.0,-3.9
COC(=O)c1ccc(NC(=O)CN(C)S(=O)(=O)c2ccc(OC)c(C)c2)cc1,-0.3,-1.4,-3.0,6.1,20.2,25.3,17.9,i,1.0,6.7
COc1ccc(CCNC(=O)CS(=O)Cc2nc(-c3ccccc3F)oc2C)cc1OC (centres undefined),3.7,-1.9,-8.9,3.8,-5.9,2.0,11.4,i,-1.7,2.5
COc1cccc(NC(=O)CN2C(=O)C(c3ccc(C)cc3)=NC23CCCCCC3)c1,2.9,1.0,10.6,1.9,-16.7,14.5,0.4,i,-0.8,2.8
CNc1nnc(Sc2ncccc2[N+](=O)[O-])s1,-0.9,-0.2,-9.8,-10.6,-14.8,34.3,-56.7,i,-1.7,-0.6
O=c1c2ccccc2ncn1-c1ccc(Br)cc1[N+](=O)[O-],-1.6,3.2,-15.2,10.1,-29.7,2.1,-9.0,i,-2.5,-6.9
COC(=O)Cn1c(C)nc2ccccc21,5.5,-2.4,2.3,2.3,4.2,0.1,9.0,i,1.0,-0.3
O=C(COC(=O)c1cc(-c2ccc(Cl)s2)nc2ccccc12)NCc1ccco1,5.7,-0.3,28.6,8.0,-9.8,8.0,-45.1,i,0.2,20.4
CCCCn1c(N)c(N(CC(C)C)C(=O)C2CCN(S(=O)(=O)c3ccc(C)cc3C)CC2)c(=O)[nH]c1=O,x,x,3.9,x,x,20.6,11.8,i,2.7,1.9
CN1N=C(C(=O)N2CCc3c([nH]c4ccccc34)C2c2ccccc2Cl)CCC1=O (centres undefined),-1.8,2.6,44.6,4.4,-12.2,4.3,-69.0,i,-0.3,18.7
CCCCNS(=O)(=O)c1ccc(NC(=O)c2c(-c3ccccc3Cl)noc2C)cc1,2.7,0.3,8.7,-2.4,-44.7,20.8,16.0,i,-3.8,-1.5
CCC/C(=N\NC(=O)CCC(=O)NCc1ccccc1)c1ccccc1,0.0,4.9,-14.1,-0.3,-34.3,1.8,8.2,i,2.9,-4.2
CCn1c(SCC(=O)N2CCOCC2)nnc1-c1ccco1,-3.0,-1.7,-3.0,-1.9,-3.9,17.7,-19.1,i,0.9,-4.8
Cc1ccc(C(C(=O)NC2CCCC2)N2CCCC(C)C2)cc1 (centres undefined),-4.0,-3.5,4.9,-4.5,5.9,8.5,10.6,i,-0.9,1.9
O=C(CNC(=O)C(c1ccccc1)c1ccccc1)N/N=C\c1ccc(C(=O)O)cc1,-3.6,4.9,4.5,-4.1,-17.5,-1.7,2.2,i,-0.5,-2.3
CCCc1cc(=O)oc2cc(C)cc(OCC(=O)NC(Cc3c[nH]c4ccc(O)cc34)C(=O)O)c12 (centres undefined),-4.4,-2.9,2.9,-10.4,-8.0,8.6,12.8,i,-0.2,-2.9
Cc1ccc(NC(=O)c2cc(-n3cnnc3)ccc2Cl)cc1,0.4,-1.5,1.3,-1.9,-18.5,6.0,-11.6,i,0.0,-10.0
COC(=O)c1cc(NC(=S)N2CCN(c3ccccn3)CC2)cc(C(=O)OC)c1,2.9,-1.5,-5.5,2.2,10.6,24.2,13.8,i,0.8,-5.0
Cc1cccc(Nc2nnc(SCC3CCCCO3)s2)c1C (centres undefined),0.0,-2.8,26.7,0.0,-34.5,12.5,-40.0,i,1.7,12.3
CCn1nc(C)c(CNC(=O)CCc2nnc(Cc3c[nH]c4ccccc34)o2)c1C,-0.7,0.1,1.8,-0.8,5.4,8.3,7.6,i,4.9,3.2
CCOC(=O)c1c[nH]c2c(C(=O)c3ccccc3)cc(Cl)cc2c1=O,-1.3,-1.3,13.9,2.5,-0.3,5.5,19.5,i,-4.7,-4.3
CC(C)Cc1nc(Cl)c(C#N)c2c1CCCC2,-2.1,x,-25.0,4.0,-6.8,0.6,21.7,i,-6.1,-17.9
COC(=O)C1=C(C)N(Cc2ccco2)C(=O)N[C@@H]1c1ccccc1,-0.1,-2.8,-10.5,0.5,-16.3,12.2,15.8,i,-1.1,5.2
# Next structures follow:
SMILES,HSP90 refold inh,GSK3 alpha inh,HSF-1 act,IEC-6 cytotox,KLF5 inhibitor,AI-2 QS mod,aSyn UTR inh,PolyA inh,GSK3B inh,HSF1 inh
CCC(=O)N1CCc2cc(S(=O)(=O)CCC(=O)Nc3ccc(C)cn3)ccc21,4.2,x,-7.0,-5.0,15.6,11.6,15.7,i,2.4,-10.8
CC[C@@H](C)[C@H](NC(=O)Cc1c(C)c2cc3c(C)c(C)oc3c(C)c2oc1=O)C(=O)O,1.0,22.7,-75.7,-6.3,-46.9,27.3,5.6,i,3.7,-69.8*
CCCCn1c(SCC(=O)c2ccc(O)cc2O)nc2cc(S(N)(=O)=O)ccc21,-4.0,-0.8,-3.6,5.0,15.7,7.1,12.0,i,-1.4,4.4
COc1ccc(NC(=O)c2ccc(Cl)c(S(=O)(=O)N3CCc4ccccc4C3)c2)cn1,0.3,-0.8,-18.0,0.3,-21.6,6.4,12.1,i,2.1,-8.8
COc1cccc(-c2nc(CS(=O)(=O)CC(=O)NCCCN3CCc4ccccc4C3)c(C)o2)c1,-3.1,2.8,11.3,-5.6,-19.6,8.9,21.2,i,1.6,1.0
CCOC(=O)c1cnc2c(cnn2C)c1Oc1ccc(OC)cc1,2.5,-1.0,2.1,3.4,3.0,14.8,23.8,i,1.1,-6.0
O=c1[nH]c2ccc(S(=O)(=O)Nc3ccc(Br)cc3)cc2[nH]1,-2.3,-1.0,10.0,1.1,-19.5,40.0,24.8,i,2.1,-2.7
Cc1ccccc1C(=O)NC(=S)Nc1ccc(N2CCOCC2)cc1,-1.5,-2.5,40.0,3.6,7.0,7.4,-6.7,i,4.3,10.9
CC(C)c1ccc(OCC(=O)NC2CC(C)(C)NC(C)(C)C2)c(Br)c1,4.0,-0.6,-1.1,-5.5,-28.3,14.0,-19.6,i,0.5,-1.4
C=CCN1C(=O)NC(c2ccc(OC)cc2)(C(F)(F)F)S/C1=C(\C#N)c1nnc(N2CCOCC2)n1-c1ccccc1 (centres undefined),-3.0,-2.6,17.5,-7.3,-27.7,-8.5,-7.5,i,-0.8,21.4
C=CCOc1ccc2nnc(C)n2n1,3.1,-2.5,29.7,4.5,-1.8,12.7,23.0,i,-1.4,5.0
CCOc1ccccc1CNC(=O)CN1C(=O)CSc2ccc(S(=O)(=O)N3CCOCC3)cc21,3.4,0.3,-0.1,2.2,-26.7,21.8,-12.5,i,-0.7,1.3
Cc1cc(C)cc(C(=O)NCC(=O)OCC(=O)N(C)c2ccccc2)c1,3.0,-0.4,-7.0,4.7,5.2,24.5,14.6,i,2.6,-3.0
COc1ccc(/C=N/NC(=O)CCn2cnc(-c3ccccc3)c2-c2ccccc2)cc1OC,3.4,-0.8,-7.0,70.7*,35.4,13.0,3.8,i,1.9,-11.0
Cc1cccc(S(=O)Cc2ccc(C(=O)NC3CCN(Cc4ccccc4)CC3)o2)c1 (centres undefined),-4.0,-1.6,-10.0,4.0,-5.8,4.5,17.0,i,-1.5,-2.4
Cc1ccc(C(=O)NC2CCN(C(=O)NCc3ccccc3)CC2)cc1,-2.4,-0.6,5.8,-6.9,-11.2,18.7,4.0,i,-0.6,-2.0
O=C(NNS(=O)(=O)c1ccccc1)C1CCN(S(=O)(=O)c2ccc(Cl)cc2)CC1,1.8,-1.6,-5.7,0.0,-33.9,12.1,-19.7,i,-0.6,-8.4
CCCC(C)C(=O)NCc1ccncc1 (centres undefined),0.5,-0.9,-3.3,-0.5,-2.0,11.9,19.6,i,1.5,-5.4
Cc1cnc(C(=O)NCc2ccc(Cl)cc2Cl)cn1,2.0,-2.0,-13.4,1.0,-20.3,20.3,3.3,i,1.6,-0.5
CC(C(=O)OCC(=O)c1ccc(Br)cc1)N1C(=O)C2C3CCC(C3)C2C1=O (centres undefined),-1.0,-1.2,3.9,4.8,11.3,13.3,-10.4,i,2.0,-1.4
Nc1ccccc1-c1nnn(CC(=O)N2CCCc3ccccc32)n1,-5.6,4.1,-8.1,-11.8,-1.4,-47.7,29.1,i,-0.2,-0.8
CC1(C)CC(=O)C2=C(C1)N(Cc1cccnc1)C(=O)C2(NC(=O)C1CC1)C(F)(F)F (centres undefined),1.1,-0.7,-24.9,-1.8,25.4,12.2,-7.0,i,2.8,-5.2
C=CCSc1nc(-c2ccccc2)c(C#N)c(=O)[nH]1,-7.9,-2.1,-2.2,-3.4,-8.5,42.1,14.4,x,3.6,-5.5
O=C1Nc2ccc(S(=O)(=O)N3CCOCC3)c3cccc1c23,3.4,-2.8,-5.9,-0.6,-45.5,23.8,17.7,i,1.7,-3.8
COc1ccc(CNC(=O)Nc2ccc(OC)cc2)cc1,0.6,-0.9,-15.7,5.5,-17.4,-5.2,-18.6,i,4.2,2.1
# (next part)
SMILES,HSP90 refold inh,GSK3 alpha inh,HSF-1 act,IEC-6 cytotox,KLF5 inhibitor,AI-2 QS mod,aSyn UTR inh,PolyA inh,GSK3B inh,HSF1 inh
CCN(CC)C(=O)Cn1cnc2sc(C(=O)N3CCN(c4ccc(OC)cc4)CC3)c(C)c2c1=O,-4.3,-2.2,-3.1,-2.4,-39.1,8.3,14.7,i,1.7,-8.3
Cc1ccc(C(=O)N2CCN(c3cccc(C)c3C)CC2)o1,0.6,1.2,-13.5,14.2,3.9,4.1,-15.5,i,-1.2,3.5
CCOC1=C/C(=C/c2c(N)n3nc(S(=O)(=O)CC)sc3nc2=O)C=CC1=O,3.0,1.3,1.7,0.3,-26.1,25.8,8.0,i,3.2,-1.8
O=c1[nH]c(-c2ccccc2)nc(-c2ccccc2)c1Cl,x,-2.3,-1.7,x,x,8.0,16.5,i,1.1,-6.7
CCN(CC)C(=O)CSc1nc2cc3c(cc2c(=O)n1CCCC(=O)NCc1ccc(OC)cc1)OCO3,3.0,2.6,8.5,0.3,11.3,47.5,-0.9,i,-0.9,3.5
CCOc1cc(CNCCO)cc(Br)c1OCc1ccc(Cl)cc1,2.4,11.4,13.2,19.1,-10.5,12.0,20.0,i,-6.8,9.3
COc1ccc(CN2CCNC(=O)C2CC(=O)NCCSc2nccn2C)c(OC)c1 (centres undefined),0.6,0.6,-5.3,-5.6,-73.2,16.4,-4.3,i,3.3,-3.2
Cc1nn(C(=O)/C(C#N)=C/N(C)C)c(C)c1C,-1.1,2.8,2.4,3.8,8.2,11.0,-31.5,i,-5.3,-1.5
